GAA glycogen = qHTS Assay for Inhibitors and Activators of Human alpha-Glucosidase Cleavage of Glycogen | Lysosomal alpha-glucosidase (Homo sapiens), P10253 | actives 0.38% (n = 300,000) | recombinant GAA, glycogen substrate, Amplex Red glucose oxidase fluorescence | Potency, µM (highest dose often 76.4 µM), for the others: at the top dose activity change, negative = inhibition, hits mostly inhibitors; active means well fitted inhibition curve with a large enough effect; inconclusive means small, poorly fitted or top-dose-only effect, or another doubt; inactive means no such curve, though single readings can be large or run the other way;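 further: 0% = full enzyme reaction and -100% = no-enzyme basal signal; the screen sought inhibitors and activators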
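qHTS, 1536-well; enzyme 4 nM final; cpd up to 77 uM; substrate bovine liver glycogen 30 ug; 50 mM citrate/phosphate pH 5.0, 0.01% Tween-20; 37 C, 40 min; Amplex Red detection 45 min RT; Hill fit → AC50.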
* = called active by the depositor; & = joins results of further samples; [ ] = dose if it differs, or a comment. Potency means the concentration at half of the fitted maximal effect. An excerpt, so the mix of outcomes need not match the whole.

What do the screens show for `CN(CCCNC(=O)C1CCC(CNS(=O)(=O)c2ccccc2)CC1)Cc1ccccc1` (stereo not given)?
GAA glycogen: 1.4%[76.3 µM]

What do the screens show for `COc1ccc(NC2CCCN(C(=O)c3cn(C)c4ccccc34)C2)cc1` (stereo not given)?
GAA glycogen: -3.6%[76.3 µM]

How did CCN(CC)c1ccc2cc(-c3nc(-c4ccccc4F)no3)c(=O)oc2c1 do in these assays?
GAA glycogen: -6.0%[76.3 µM]

Results for Oc1ccc(-n2nnnc2SCc2c(F)cccc2Cl)cc1 ?
GAA glycogen: -6.6%

How did Cc1cccc(Oc2nc3ccccn3c(=O)c2/C=C(\C#N)C(=O)NC2CCS(=O)(=O)C2)c1C (stereo not given) do in these assays?
GAA glycogen: 2.2%

What do the screens show for `Cc1ccc(S(=O)(=O)N2CCCCC2C(=O)N(C)c2ccccc2)cc1` (stereo not given)?
GAA glycogen: 15.4%[76.3 µM]

How did COc1ccccc1C1CCN(C(=O)c2ccc(C(C)(C)C)cc2)CC1 do in these assays?
GAA glycogen: -4.3%

Results for COc1ccc(COC(=O)C2=C(C)NC(=O)NC2c2cccc(OC)c2OC)cc1 (stereo not given) ?
GAA glycogen: 39.8µM*

How did COc1ccc(C(=O)COC(=O)c2ccn(C)n2)cc1 do in these assays?
GAA glycogen: -6.8%

How did CC(C)C(C(=O)NCC1CCCO1)N(C(=O)CNS(=O)(=O)c1ccc(F)cc1)c1ccccc1 (stereo not given) do in these assays?
GAA glycogen: 1.4%

Results for O=C(OCN1C(=O)c2ccccc2C1=O)c1ccc(Cl)nc1 ?
GAA glycogen: 0.3%[76.3 µM]

What do the screens show for `COc1cc(NC(=O)c2ccc(Br)cc2)ccc1NC(=O)c1cc2ccccc2o1`?
GAA glycogen: 2.0%

Results for CCOC(=O)[C@@H]1[C@H]2COc3ccc(Br)cc3[C@H]2N2C(=O)N(c3cccc(Cl)c3)C(=O)[C@]12C ?
GAA glycogen: -9.2%[76.3 µM]

Results for CCc1nnc2n1N=C(c1ccccc1)CS2 ?
GAA glycogen: -0.7%

Results for CC1=C(C(=O)Nc2ccc(C)cc2C)C(c2ccc(C(=O)O)cc2)n2nc(SCc3ccccc3)nc2N1 (stereo not given) ?
GAA glycogen: 0.8%[76.3 µM]

How did CCOC(=O)c1cnc2c(C(F)(F)F)cccc2c1NCCCN1CCOCC1 do in these assays?
GAA glycogen: -2.6%[76.3 µM]

Results for CC(NC(=O)c1cc(-c2ccccn2)nc2ccc(Cl)cc12)C1CCCO1 (stereo not given) ?
GAA glycogen: -12.7%[76.3 µM]

Results for Cc1cc(C)c(NC(=O)Nc2sc3nc4n(c(=O)c3c2C)CCC(C)CC4)c(C)c1 (stereo not given) ?
GAA glycogen: -10.9%[76.3 µM]

What do the screens show for `COc1ccc(-c2cn(-c3ccccc3)nc2CO)cc1`?
GAA glycogen: 0.0%[76.3 µM]

How did COc1ccc(-c2noc(N3CCC(C(=O)Nc4cc(OC)c(OC)c(OC)c4)CC3)n2)cc1 do in these assays?
GAA glycogen: 9.1%[76.3 µM]

Results for COc1cc(C(C2C(=O)CC(C)(C)CC2=O)C2C(=O)CC(C)(C)CC2=O)cc(OC)c1OC ?
GAA glycogen: 4.5%

What do the screens show for `Cc1ccc([N+](=O)[O-])cc1NC(=O)C(C)Sc1nnc(C)n1CC1CCCO1` (stereo not given)?
GAA glycogen: 4.0%[76.3 µM]

How did C[C@H](NC(=O)c1nc[nH]c1C(=O)NCC(=O)OCc1ccccc1)C(=O)OCc1ccccc1 do in these assays?
GAA glycogen: 13.1%[76.3 µM]

Results for O=C(c1ccc2c(=O)n(Cc3ccccc3Cl)c(=S)[nH]c2c1)N1CCCC1 ?
GAA glycogen: -3.3%[76.3 µM]

What do the screens show for `Cc1ccc(CNCc2c(C(=O)O)n(Cc3ccc(C)cc3)c3cc(C)ccc23)cc1`?
GAA glycogen: -9.5%[76.3 µM]

Results for CCN(CC)S(=O)(=O)c1ccc2c(c1)c(=O)c(C(=O)NCc1ccccc1OC)cn2C ?
GAA glycogen: -18.8%[76.3 µM]

How did COc1cccc(C(=O)N2c3cc(C)ccc3OCC2C(C)(C)C)c1 (stereo not given) do in these assays?
GAA glycogen: -2.5%

How did CCOC(=O)CC1C(=O)NCCN1C(=O)c1ccc(C)cc1 (stereo not given) do in these assays?
GAA glycogen: 4.7%

How did O=C(CSc1ccc(F)cc1)Nc1ccc(N2CCOCC2)cc1 do in these assays?
GAA glycogen: -15.7%[76.3 µM]

How did CCOC(=O)N1CCN(C(=O)CS(=O)Cc2nc(-c3ccc(OC)c(OC)c3)oc2C)CC1 (stereo not given) do in these assays?
GAA glycogen: -4.2%[76.3 µM]

Results for CCc1nn(CC(=O)NCCOC)c(=O)c2cc3cc(F)ccc3n12 ?
GAA glycogen: 3.6%[76.3 µM]

Results for COc1ccc(/C=C(\NC(=O)c2cccs2)C(=O)NN)cc1OC ?
GAA glycogen: -5.2%

Results for O=C(Cn1c2ccccc2c2nc3n(c(=O)c21)CCS3)Nc1ccccc1 ?
GAA glycogen: -7.5%[76.3 µM]

How did CC1CCCN(C(=O)c2cc3c(=O)n4ccccc4nc3s2)C1 (stereo not given) do in these assays?
GAA glycogen: -16.7%

What do the screens show for `CCN(CC)C(=O)Cn1c(=O)n(-c2ccc(Cl)cc2)c(=O)c2c3c(sc21)CCC3`?
GAA glycogen: 5.1%[76.3 µM]

Results for CCCC[C@@H](CNC)NC[C@H](Cc1ccc(O)cc1)NCCc1ccc(OCC)cc1 ?
GAA glycogen: -0.3%[76.3 µM]

Results for COC(=O)C1=C(C)N(Cc2ccccc2)C(=NCc2cccc(Cl)c2)N[C@H]1c1ccccc1 ?
GAA glycogen: 4.2%&-3.7%[76.3 µM]

Results for O=C(Cc1cccs1)Nc1ccc([N+](=O)[O-])cc1 ?
GAA glycogen: -7.0%[76.3 µM]

How did Cc1ccc(Nc2c(-c3c[nH]c4ccccc34)nc3cc(C)ccn23)cc1 do in these assays?
GAA glycogen: inconclusive

Results for CCOC(=O)CC(NC(=O)c1cc2c(=O)n3cccc(C)c3nc2s1)c1ccc(OCC(C)C)c(OC)c1 (stereo not given) ?
GAA glycogen: -7.0%[76.3 µM]

Overlap with the part before: 2 compounds, then new ones.
How did Cc1ccc(Nc2c(-c3c[nH]c4ccccc34)nc3cc(C)ccn23)cc1 do in these assays?
GAA glycogen: inconclusive

Results for CCOC(=O)CC(NC(=O)c1cc2c(=O)n3cccc(C)c3nc2s1)c1ccc(OCC(C)C)c(OC)c1 (stereo not given) ?
GAA glycogen: -7.0%[76.3 µM]

How did CCOC(=O)N1CCC(NC(=O)c2ccc3c(c2)N(Cc2ccccc2C)C(=O)c2ccccc2S3=O)CC1 (stereo not given) do in these assays?
GAA glycogen: -7.1%[76.3 µM]

What do the screens show for `COc1ccc(OC)c(CNC(=O)c2cc(-c3ccc(Cl)s3)nc3ccccc23)c1`?
GAA glycogen: 11.2%[76.3 µM]

Results for CC(NC(=O)c1ccco1)c1nc(-c2ccccc2)no1 (stereo not given) ?
GAA glycogen: 9.0%

How did COc1cc(C2SC[C@H]3C(=O)N(c4ccccc4)C(=O)N23)cc(OC)c1OC (stereo not given in full) do in these assays?
GAA glycogen: 9.1%[76.3 µM]

What do the screens show for `NS(=O)(=O)c1cccc(NC(=O)C(Cc2ccccc2)NC(=O)c2ccccc2)c1` (stereo not given)?
GAA glycogen: -4.2%

What do the screens show for `Cc1ccccc1Cn1c(C)nc2ccccc21`?
GAA glycogen: -8.7%[76.3 µM]

What do the screens show for `O=C(Cn1ncc2c3ccccc3n(Cc3ccccc3F)c2c1=O)NCCCc1ccccc1`?
GAA glycogen: -2.3%[76.3 µM]

Results for CNC(=O)NC(=O)CN1C(=O)NC2(CCOc3ccccc32)C1=O (stereo not given) ?
GAA glycogen: 3.5%

What do the screens show for `COc1cccc(NC(=O)Cn2c(=O)n(CCc3cccc(C)c3)c(=O)c3ccccc32)c1`?
GAA glycogen: 9.9%[76.3 µM]

How did CC1C(=O)Nc2ccc(S(=O)(=O)N3CCCCC3)cc2NC1=O (stereo not given) do in these assays?
GAA glycogen: -4.7%[76.3 µM]

An excerpt from above in order of count of non-hydrogen atoms, ascending:
Results for CNC(=O)NC(=O)CN1C(=O)NC2(CCOc3ccccc32)C1=O (stereo not given) ?
GAA glycogen: 3.5%

What do the screens show for `COc1ccc(OC)c(CNC(=O)c2cc(-c3ccc(Cl)s3)nc3ccccc23)c1`?
GAA glycogen: 11.2%[76.3 µM]

How did CCOC(=O)N1CCC(NC(=O)c2ccc3c(c2)N(Cc2ccccc2C)C(=O)c2ccccc2S3=O)CC1 (stereo not given) do in these assays?
GAA glycogen: -7.1%[76.3 µM]

Continuation.
How did O=C(c1ccc2nccnc2c1)N1CCN(c2ccccc2)CC1 do in these assays?
GAA glycogen: -1.9%[76.3 µM]

How did O=C(NCCN1CCOCC1)C(=O)NCC1OCCCN1S(=O)(=O)c1ccc(F)cc1 (stereo not given) do in these assays?
GAA glycogen: 3.7%[76.3 µM]

Results for O=C(/C=C/c1c(F)cccc1Cl)N1CCc2ccccc2C1 ?
GAA glycogen: -2.6%[76.3 µM]

What do the screens show for `COc1ccc(OCCNC(=O)c2ccccc2Cl)cc1`?
GAA glycogen: 3.5%

Results for CCC(C(=O)Nc1ccccc1OC)n1c(C(=O)OC)cc2sc(Cl)cc21 (stereo not given) ?
GAA glycogen: -7.6%[76.3 µM]

Results for C=C(C)Cn1c(SCC(=O)Nc2cccc(Cl)c2)nc2sc3c(c2c1=O)CCCC3 ?
GAA glycogen: 3.3%[76.3 µM]

How did O=C(NCc1ccc(Cl)cc1)c1ccc2c(Cl)c3c(nc2c1)CCCC3 do in these assays?
GAA glycogen: -0.5%[76.3 µM]

Results for CNC(=O)Cn1nc(-c2ccc(C)cc2)c2ccccc2c1=O ?
GAA glycogen: -11.8%[15.3 µM]

How did CCCN1C(C(=O)c2ccccc2)=C(OC(=O)c2ccc(OC)cc2)c2ccccc2S1(=O)=O do in these assays?
GAA glycogen: 8.1%[76.3 µM]

Results for Cc1cc2oc(=O)sc2cc1NS(=O)(=O)c1ccccc1 ?
GAA glycogen: inconclusive

Results for CCOC(=O)c1ccc(NC(=O)c2cc(=O)c3cc(CC)ccc3o2)cc1 ?
GAA glycogen: 0.6%[76.3 µM]

How did O=C(CCCn1ncn2c(cc3occc32)c1=O)NCc1ccccc1F do in these assays?
GAA glycogen: 0.6%[76.3 µM]

How did COc1ccc(S(=O)(=O)N2CCN(Cc3ccc4c(c3)OCO4)CC2)cc1 do in these assays?
GAA glycogen: 4.2%

What do the screens show for `COc1ccc(OC)c(NC(=O)c2ccc(N3C(=O)C4CC=C(C)CC4C3=O)cc2)c1` (stereo not given)?
GAA glycogen: 0.3%

What do the screens show for `O=S(=O)(/N=C/c1c(O)ccc2ccccc12)c1ccccc1`?
GAA glycogen: -11.0%[76.3 µM]

How did CC(=O)c1c(C)n(-c2cccc(Cl)c2)c2ccc(OC(=O)c3ccccc3)cc12 do in these assays?
GAA glycogen: 2.8%[76.3 µM]

How did Cc1ccc(Cl)cc1N1CCN(C(=O)c2cn(C)c3ccc(S(=O)(=O)N4CCC(C)CC4)cc3c2=O)CC1 do in these assays?
GAA glycogen: 18.3%[76.3 µM]

Results for COc1nc(-c2ccccc2)c2cc(C)ccc2n1 ?
GAA glycogen: -1.6%[76.3 µM]

How did CC1=C(c2ccc(C)c(C)c2)S(=O)(=O)N=C1N1CCN(c2cccc(C(F)(F)F)c2)CC1 do in these assays?
GAA glycogen: 3.8%[76.3 µM]

What do the screens show for `C=Cc1ccc(Cn2c(SCC(=O)N3CCN(c4ccc(F)cc4)CC3)nc3ccccc32)cc1`?
GAA glycogen: -15.1%[76.3 µM]

Results for CC(C(=O)Nc1cccc(C#N)c1)n1nc(-c2ccccc2)c2c(c1=O)CCCC2 (stereo not given) ?
GAA glycogen: 6.1%[76.3 µM]

Results for COc1ccc(-n2nc(C(=O)N3CCC(C)CC3)c3c4ccccc4n(C)c3c2=O)cc1Cl ?
GAA glycogen: 13.2%[76.3 µM]

Results for O=C(Nc1ccccn1)c1ccc(Cl)s1 ?
GAA glycogen: 0.4%[76.3 µM]

What do the screens show for `CC(C)NC(=O)NC(=O)CSc1nnc(-c2c[nH]c3ccccc23)o1`?
GAA glycogen: -10.7%[76.3 µM]

How did O=[N+]([O-])c1ccccc1/C=C/CN1CCC(O)CC1 do in these assays?
GAA glycogen: -3.0%[76.3 µM]

Results for CCOc1ccc(C2CC(=O)n3nc(-c4ccc(C)cc4)nc3S2)cc1 (stereo not given) ?
GAA glycogen: 13.2%[76.3 µM]

How did COc1cccc(-c2nc(CS(=O)(=O)CC(=O)NCc3ccc4c(c3)OCO4)c(C)o2)c1 do in these assays?
GAA glycogen: 2.1%[76.3 µM]

How did COc1cccc(CCNC(=O)CCc2nnc(-c3ccc4c(c3)OCO4)o2)c1 do in these assays?
GAA glycogen: -5.0%[76.3 µM]

How did CCC(=O)c1c[nH]c(C(=O)NCc2cccc(C(F)(F)F)c2)c1 do in these assays?
GAA glycogen: -2.2%

How did CCCCNC(=O)c1ccc2c(=O)n(-c3ccccc3)c(=O)[nH]c2c1 do in these assays?
GAA glycogen: 2.8%[76.3 µM]

What do the screens show for `Cc1cccc(C)c1N1CCN(c2cc(Cl)nc(N)n2)CC1`?
GAA glycogen: 5.8%

Random excerpt: 3 compounds from above, in no set order.
Results for COc1ccc(-n2nc(C(=O)N3CCC(C)CC3)c3c4ccccc4n(C)c3c2=O)cc1Cl ?
GAA glycogen: 13.2%[76.3 µM]

How did COc1cccc(CCNC(=O)CCc2nnc(-c3ccc4c(c3)OCO4)o2)c1 do in these assays?
GAA glycogen: -5.0%[76.3 µM]

How did CCCCNC(=O)c1ccc2c(=O)n(-c3ccccc3)c(=O)[nH]c2c1 do in these assays?
GAA glycogen: 2.8%[76.3 µM]

Compound activity deposited in PubChem BioAssay by National Center for Advancing Translational Sciences (NCATS).
